SENP8 block-1 – human SENP8 protease inhibitors, primary screen, biochemical, fluorescence, Nedd8 protein substrate, uHTS | AID 602440, 2012 | Sentrin-specific protease 8 (Homo sapiens), Q96LD8 | hit rate 0.64% among 360,000 | inhibition, % at 20 µM | recombinant SENP8; in the data active means inhibition mostly above about 40%, no sharp cut-off; inactive means mostly below about 27%
Target sequence (Q96LD8 whole entry, looked up): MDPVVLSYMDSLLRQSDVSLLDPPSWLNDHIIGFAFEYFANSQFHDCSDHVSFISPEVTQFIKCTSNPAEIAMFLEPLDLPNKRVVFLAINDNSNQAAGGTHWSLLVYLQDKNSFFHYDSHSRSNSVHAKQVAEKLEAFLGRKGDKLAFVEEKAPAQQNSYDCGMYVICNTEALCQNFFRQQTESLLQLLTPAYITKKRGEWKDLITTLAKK
SENP7 inh – SENP7 protease inhibitors, primary screen, biochemical, luminescence, uHTS. Sentrin-specific protease 7 (Homo sapiens), Q9BQF6. recombinant SENP7, Z-RLRGG-aminoluciferin luminescence, 40 min. inhibition, % at 5 µM. hit rate 1.5% among 330,000;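 active means inhibition above about 50% at the single test dose, limit read from the data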;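 further: plate controls were DMSO with enzyme for no effect and no enzyme buffer wells for full effect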
SENP6 inh – SENP6 protease inhibitors, primary screen, biochemical, luminescence, uHTS. Sentrin-specific protease 6 (Homo sapiens), Q9GZR1. Recombinant SENP6 catalytic domain, aminoluciferin luminescence. inhibition, % at 10 µM. hit rate 1.8% among 330,000;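 active means inhibition above about 50% at the single tested dose, limit read from the data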;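 further: plate controls were DMSO wells with enzyme for no effect and DMSO wells lacking enzyme for full effect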
HKDC1 inh – HKDC1 hexokinase inhibitors, primary screen, biochemical, fluorescence, uHTS; Q2TB90; recombinant HKDC1, G6PDH/diaphorase resazurin coupled fluorescence; inhibition, % at 20 µM; hit rate 0.16% among 340,000;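 active means inhibition above about 35% when tested at 20 µM, limit read from the data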;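 further: plate controls were DMSO wells with enzyme for no effect and DMSO wells lacking enzyme for full effect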
Target sequence (Q2TB90 whole entry, looked up): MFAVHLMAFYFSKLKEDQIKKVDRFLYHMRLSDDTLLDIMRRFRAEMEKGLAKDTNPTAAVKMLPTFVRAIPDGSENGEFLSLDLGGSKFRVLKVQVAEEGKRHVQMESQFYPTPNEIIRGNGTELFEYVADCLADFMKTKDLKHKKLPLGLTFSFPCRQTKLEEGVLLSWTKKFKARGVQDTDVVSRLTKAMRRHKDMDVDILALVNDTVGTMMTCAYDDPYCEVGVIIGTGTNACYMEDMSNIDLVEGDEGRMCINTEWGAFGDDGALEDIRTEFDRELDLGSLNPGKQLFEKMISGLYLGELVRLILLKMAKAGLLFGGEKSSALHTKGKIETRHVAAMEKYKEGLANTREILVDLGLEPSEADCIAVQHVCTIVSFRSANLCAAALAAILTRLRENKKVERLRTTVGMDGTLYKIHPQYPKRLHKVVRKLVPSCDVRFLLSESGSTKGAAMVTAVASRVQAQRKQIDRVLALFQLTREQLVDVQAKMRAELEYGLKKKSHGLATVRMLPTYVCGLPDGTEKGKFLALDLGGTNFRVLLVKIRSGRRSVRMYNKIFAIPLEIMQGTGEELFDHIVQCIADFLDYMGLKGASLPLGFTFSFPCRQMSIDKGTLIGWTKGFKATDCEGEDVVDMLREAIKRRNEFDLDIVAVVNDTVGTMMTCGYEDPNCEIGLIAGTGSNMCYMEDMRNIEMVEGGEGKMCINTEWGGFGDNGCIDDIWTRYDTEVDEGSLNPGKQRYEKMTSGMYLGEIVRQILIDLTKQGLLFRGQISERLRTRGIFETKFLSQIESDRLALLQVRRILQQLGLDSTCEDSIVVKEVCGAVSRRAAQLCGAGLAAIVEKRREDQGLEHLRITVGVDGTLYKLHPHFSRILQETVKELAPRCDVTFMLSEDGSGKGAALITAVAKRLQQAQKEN
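Assay system: in-house recombinant HK5 (HKDC1) enzyme. Input: HKDC1 at 5 µg/mL. Medium: Tris pH 8.0 buffer with MgCl2, Tween-20, BSA, BME. Dosing: single 20 µM dose. Schedule: 90 min reaction incubation at room temperature, dark. Signal: resazurin-to-resorufin fluorescence via G6PDH and diaphorase coupling, 525/613 nm. Controls: DMSO-enzyme wells negative, buffer-substituted wells positive.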
PfGluPho inh – PfG6PD enzyme inhibitors, primary screen, biochemical, fluorescence intensity, uHTS; glucose-6-phosphate dehydrogenase-6-phosphogluconolactonase (Plasmodium falciparum 3D7); PfGluPho enzyme, NADPH resazurin-diaphorase fluorescence; inhibition, % at 20 µM; hit rate 0.78% among 350,000;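 active means inhibition reaching at least a set limit at 20 µM in the primary screen, cut at about 59% in these data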;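 further: 0% = DMSO wells with substrate and 100% = DMSO wells lacking glucose-6-phosphate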
SENP1 FRET inh – human SENP1 catalytic domain inhibitors, primary screen, biochemical, FRET, uHTS. recombinant SENP1 catalytic domain, CyPet-SUMO1-YPet FRET cleavage. inhibition, % at 10 µM. Sentrin-specific protease 1 (Homo sapiens), Q9P0U3. hit rate 0.21% among 360,000;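 active means inhibition at least 30% at 10 µM, raw YFP signal under a set limit, fluorescence ratio 0.5 to 1.5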;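 further: 0% = enzyme with DMSO and 100% = no enzyme wells; some results filed as inactive read as strong as hits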
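Test system: recombinant human SENP1 catalytic domain, His6-tagged / Medium: pH 8 Tris buffer with EDTA, NaCl, BME, BSA, NP40, catalase / Also added: SUMO1 FRET substrate flanked by Cypet and Ypet, 25 nM / Times: 50 min reaction at room temperature / Signal: FRET, CFP and YFP emission / Control set: no-enzyme low control and enzyme-plus-DMSO high control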
SENP8 block-2 – SENP8 protease inhibitors, primary screen, biochemical, luminescence. purified SENP8, Z-RLRGG-aminoluciferin cleavage. inhibition, % at 10 µM. Sentrin-specific protease 8 (Homo sapiens), Q96LD8. hit rate 1.2% among 330,000. AID 2540, 2010; in the data active means inhibition above about 50%
Apaf-1 inh – inhibitors of human Apaf-1 apoptosome, primary screen, biochemical, DEVD-Rh110 fluorescence, uHTS | Apoptotic protease-activating factor 1 (Homo sapiens), O14727 | reconstituted apoptosome caspase-3 activity | inhibition, % at 20 µM | hit rate 0.71% among 330,000 | AID 489030, 2010; active means inhibition of at least 40% at 20 µM;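 further: plate controls were DMSO wells for no effect and DEVD-CHO caspase inhibitor wells for full effect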
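Material: cell-free apoptosome with Apaf-1, procaspase-3 and caspase-9; Buffer or medium: Hepes pH 7.5 with detergent and BSA; Reagent: cytochrome c trigger plus (Z-DEVD)2-Rh110 caspase-3 substrate; Times: compound with Apaf-1, dATP, procaspase-3 30 min, then 50 min reaction, room temperature; Technique: Rh110 fluorescence intensity.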
Starred values were filed as active, the others as inactive; nt = not tested or not shown.

SMILES | SENP8 block-1 | SENP7 inh | SENP6 inh | HKDC1 inh | PfGluPho inh | SENP1 FRET inh | SENP8 block-2 | Apaf-1 inh
O=C(C[C@@H]1C/C=C\CCCC(=O)OC[C@@H]2CCCN2C1=O)N[C@@H](CO)Cc1ccccc1 | 17.8 | 3.5 | -17.3 | -2.4 | 9.6 | 0.3 | -7.1 | -4.3
C[C@H](CO)N1C[C@H](C)[C@@H](CN(C)S(=O)(=O)c2ccc(F)cc2)Oc2ccc(NS(=O)(=O)c3ccc(F)cc3)cc2C1=O | 9.7 | -3.1 | -11.5 | -2.9 | 0.8 | 1.5 | 2.8 | 19.1
CCCc1nc(SCC(=O)Nc2nnc(SCC)s2)c2c(=O)n(C)c(=O)n(C)c2n1 | 6.2 | 2.1 | -24.7 | 0.8 | -5.1 | 1.9 | 8.6 | 6.4
COc1ccc(CCNC(=O)CN2C(=O)NC(C)(c3ccc([N+](=O)[O-])cc3)C2=O)cc1 (stereo not drawn) | 2.3 | -0.5 | 2.8 | -2.8 | -4.8 | 4.0 | 0.2 | -2.5
COCCCn1c(C)nnc1-c1cnn(-c2ccccc2)c1N | 15.1 | 7.7 | 4.0 | -1.7 | 1.3 | -2.5 | -0.3 | -1.9
Cc1nn2c(C)c(C(=O)Nc3ccccc3)cnc2c1-c1ccccc1 | -10.8 | 3.2 | -6.6 | 0.2 | 11.6 | -0.5 | 6.3 | -2.4
COc1ccc(NC(=O)CN(C)C(=O)C2CSC3(C)CCC(=O)N23)cc1 (stereo not drawn) | 11.2 | 0.1 | 11.4 | -2.8 | -6.9 | -1.1 | 1.3 | 42.7*
Cc1cccc(C)c1NC(=O)c1ccc([N+](=O)[O-])s1 | 29.3* | -6.9 | 42.0 | -3.5 | -5.4 | -2.3 | 1.5 | -4.0
CCS(=O)(=O)c1ccc2c(c1)NC(=O)C(CCCl)O2 (stereo not drawn) | 3.8 | 2.8 | 2.0 | -3.8 | -12.8 | 3.8 | 7.4 | 6.4
CN1CCN(C(=O)CSc2nc(-c3cccs3)ccc2C#N)CC1 | -406.1 | -6.2 | 6.5 | -5.2 | 17.6 | -13.5 | 8.4 | 11.8
Cc1ccccc1NC(=O)C1C2CCC(O2)C1C(=O)O (stereo not drawn) | 17.1 | 5.6 | -5.8 | 1.8 | -7.4 | 2.6 | 2.9 | -0.1
CCCCNS(=O)(=O)c1ccc2nc(SCC(=O)Nc3cccc(F)c3)[nH]c2c1 | -2.8 | 6.7 | 4.0 | 7.8 | -6.9 | 0.0 | 0.6 | 0.3
CCc1ccc(-c2cc(C(=O)O)c3ccccc3n2)s1 | -292.2 | 0.4 | 5.9 | 3.3 | 16.9 | -25.9 | 10.6 | 6.0
CCOC(=O)CCNC(C)C1COc2ccccc2O1 (stereo not drawn) | 19.4 | 1.0 | 0.1 | -5.5 | -7.9 | 3.6 | -6.6 | 2.4
Cc1ccc(S(=O)(=O)Nc2cccc(NC(=O)CN3CCCCC3)c2)cc1 | 13.1 | -2.9 | 14.4 | -2.4 | -4.3 | 0.5 | -2.7 | 2.8
COc1ccc(/C=N/n2cnnc2SCc2ccccc2)cc1 | 3.9 | 0.9 | -13.4 | -3.4 | 12.9 | 2.4 | -6.8 | 7.0
COC(=O)c1ccc(NS(=O)(=O)c2cc3c4c(c2)C(C)C(=O)N4CCC3)cc1 (stereo not drawn) | -8.9 | 5.0 | -3.4 | -4.0 | -6.5 | -24.1 | 5.3 | 4.9
Cc1ccc(N2CCN(CC(O)COC3CCCCC3)CC2)cc1 (stereo not drawn) | 10.1 | -0.8 | -1.7 | 1.3 | -1.9 | 0.1 | -7.4 | 5.6
CCOCCCNCc1ccc(OCc2ccc(F)cc2)c(OC)c1 | 7.5 | -11.3 | -2.1 | 3.5 | -7.5 | 1.2 | 0.2 | 2.2
Cc1cc(C)c(S(=O)(=O)Cc2ccc(Cl)cc2)c(=O)[nH]1 | -38.1 | -11.2 | -11.7 | -7.5 | -7.6 | -0.6 | -5.5 | 0.0
O=C(N/N=C/c1cccnc1)c1ccc(NC(=O)c2ccc(Cl)cc2)cc1 | 3.4 | -3.5 | 6.5 | -2.5 | -11.6 | -5.1 | 2.8 | 6.7
Cc1ccc(-n2c(=O)[nH]c3c(C(N)=O)nc(C(C)C)nc32)cc1 | -169.8 | -1.9 | -20.3 | 0.2 | -11.7 | -0.1 | -5.1 | 9.7
Cc1ccc(S(=O)(=O)N2CCN(C(=O)CN(Cc3ccco3)Cc3cccs3)CC2)cc1 | 13.5 | nt | nt | 2.3 | 24.5 | -0.1 | nt | nt
O=C(O)c1ccccc1C(=O)Nc1ccc(Br)c(C(F)(F)F)c1 | 8.3 | -2.6 | -0.9 | 1.2 | -19.3 | 1.7 | -6.5 | -10.1
O=C1c2ccccc2/C(=C\C#Cc2ccccn2)N1c1ccccc1 | 14.4 | -7.3 | -11.5 | 3.8 | -5.0 | -5.8 | -18.6 | 34.3

Continued; the last 2 above are carried over.
SMILES | SENP8 block-1 | SENP7 inh | SENP6 inh | HKDC1 inh | PfGluPho inh | SENP1 FRET inh | SENP8 block-2 | Apaf-1 inh
O=C(O)c1ccccc1C(=O)Nc1ccc(Br)c(C(F)(F)F)c1 | 8.3 | -2.6 | -0.9 | 1.2 | -19.3 | 1.7 | -6.5 | -10.1
O=C1c2ccccc2/C(=C\C#Cc2ccccn2)N1c1ccccc1 | 14.4 | -7.3 | -11.5 | 3.8 | -5.0 | -5.8 | -18.6 | 34.3
Cc1cc(C(=O)COC(=O)COc2ccccc2C#N)c(C)n1CC1CCCO1 (stereo not drawn) | -2.4 | 0.3 | 8.2 | -2.5 | -2.5 | 4.6 | -4.9 | -2.0
COCCn1nnnc1C(c1ccccn1)N1CCN(c2cc(C)ccc2C)CC1 (stereo not drawn) | 5.2 | -4.2 | -33.2 | -12.1 | -5.2 | 0.3 | -5.5 | 0.6
CCOc1ccccc1N1CCN(C(=O)CN2C(=O)NC3(CCCC3)C2=O)CC1 | 15.5 | -0.1 | -2.9 | 0.1 | 0.8 | -0.9 | -0.5 | -1.8
O=C(NC1CCCC1)C1C2C=CC(C2)C1C(=O)N1CCOCC1 (stereo not drawn) | 14.3 | -1.0 | 6.9 | -2.9 | 0.0 | -0.3 | -6.2 | 0.2
COc1cc2c(cc1OC)C(C(=O)NCc1ccco1)C1c3ccccc3CCN1C2=O (stereo not drawn) | -132.1 | 0.6 | -13.1 | -0.8 | 0.2 | 1.1 | 1.3 | 12.1
O=C(c1ccc(NS(=O)(=O)c2cccc3cccnc23)cc1)N1CCCCC1 | 1.3 | -1.2 | -21.4 | -2.9 | 9.4 | 1.4 | -4.6 | 5.8
COc1ccc(C(=O)Cn2nnc(-c3ccccc3-n3cnnn3)n2)cc1 | 0.2 | 13.2 | -5.8 | -10.6 | -2.5 | 1.7 | -6.6 | -26.1
CCC(C)c1ccc2oc(-c3ccc(NC(=O)c4ncn[nH]4)cc3)nc2c1 (stereo not drawn) | -222.0 | 4.5 | 7.1 | -4.5 | -5.7 | -1.2 | -3.8 | 16.4
Cc1nn(C)c(Oc2ccc(Cl)cc2)c1C=O | 19.4 | -7.3 | 1.2 | -4.9 | -7.5 | 1.0 | -16.7 | 12.2
O=[N+]([O-])c1cccnc1N1CCC(c2cc(-c3cccc(C(F)(F)F)c3)n[nH]2)CC1 | 30.5 | 6.9 | 2.1 | 4.2 | 34.0 | 1.5 | 3.8 | 29.5
COC(=O)c1ccc(COc2ccccc2/C=N/NS(=O)(=O)c2ccccc2)cc1 | 11.6 | -6.0 | 2.7 | -6.3 | 4.4 | 2.0 | -6.3 | 14.3
CC1(C)Cc2c(c(N3CCOCC3)nc3snc(NC(=O)c4ccccc4)c23)CO1 | -33.6 | 3.7 | -1.2 | -4.9 | -19.0 | -2.3 | 1.1 | 4.6
O=S(=O)(NCc1ccccn1)c1cc(C(F)(F)F)ccc1Cl | 2.0 | 8.6 | 0.7 | -14.2 | -5.9 | 3.0 | 2.8 | -1.7
CC(SCC(=O)Nc1ccccc1Br)c1nc2ccccc2c(=O)[nH]1 (stereo not drawn) | 8.1 | -4.2 | 7.7 | -8.4 | 16.0 | 0.4 | 5.0 | -2.8
CC1CCN(C(=O)C(C)c2ccc([N+](=O)[O-])cc2)CC1 (stereo not drawn) | 6.7 | 2.9 | -3.5 | -7.7 | 4.2 | 2.3 | 3.2 | 0.1
CC1(C)CC(C(CCN(Cc2ccccc2)C(=O)c2ccco2)c2ccc(F)cc2)CCO1 (stereo not drawn) | 11.5 | nt | nt | 17.5 | 9.6 | 0.6 | nt | nt
CC1(c2ccccc2Cl)NC(=O)N(CC(=O)Nc2ccc(N3CCCCC3)cc2)C1=O (stereo not drawn) | 3.1 | 3.0 | -4.9 | 4.0 | -1.7 | 2.0 | 4.2 | 14.5
Cc1ccc(NC(=O)CN2C(=O)NC(C)(C)C2=O)cc1S(=O)(=O)N1CCCCCC1 | 8.5 | -6.7 | -8.2 | -4.1 | 0.0 | 2.5 | -1.2 | 2.2
CC1CCc2c(sc(NC(=O)c3ccc(-c4ccccc4[N+](=O)[O-])o3)c2C#N)C1 (stereo not drawn) | 13.0 | -12.7 | 1.2 | 0.0 | 2.5 | -0.9 | -1.5 | 15.3
CCc1nc2ccc(Cc3ccc4nc(CC)[nH]c4c3)cc2[nH]1 | -21.2 | 1.8 | -2.0 | 8.2 | -15.3 | -0.9 | -3.6 | -1.6
COC(=O)C(Cc1ccccc1)N1CCS(=O)(=O)CC1 (stereo not drawn) | 16.3 | -0.2 | -5.8 | -9.2 | 0.7 | 3.3 | -10.1 | -4.9
COc1cc([N+](=O)[O-])cc2cc(C(=O)NC(C)(C)C)c(=O)oc12 | 12.9 | -10.1 | -1.6 | -4.0 | 17.5 | 1.6 | -7.2 | -3.2
CN(Cc1ccccc1)C(=O)c1ccc(NC(=O)Cc2ccc(NC(=O)C3CCN(C(=O)C4CCCC4)CC3)cc2)cc1 | -0.1 | nt | nt | -3.8 | 5.3 | 1.2 | nt | nt

Complete entries from above.
`COc1cc([N+](=O)[O-])cc2cc(C(=O)NC(C)(C)C)c(=O)oc12` is entered as SENP8 block-1 = 12.9; SENP7 inh = -10.1; SENP6 inh = -1.6; HKDC1 inh = -4.0; PfGluPho inh = 17.5; SENP1 FRET inh = 1.6; SENP8 block-2 = -7.2; Apaf-1 inh = -3.2
`CCC(C)c1ccc2oc(-c3ccc(NC(=O)c4ncn[nH]4)cc3)nc2c1` (stereo not drawn) is entered as SENP8 block-1 = -222.0; SENP7 inh = 4.5; SENP6 inh = 7.1; HKDC1 inh = -4.5; PfGluPho inh = -5.7; SENP1 FRET inh = -1.2; SENP8 block-2 = -3.8; Apaf-1 inh = 16.4

Screening results: PubChem, Sanford-Burnham Center for Chemical Genomics
